# Screening data deposited in PubChem BioAssay by NCI.
# Growth percent in the NCI-60 one-dose screen (48 h, 10 µM unless noted): 100 = growth as untreated, 0 = no growth, -100 = all killed.
# K-562 = K-562 leukemia. 78,000 tested, 7.4% active
# MDA-MB-231 = MDA-MB-231 breast cancer; 81,000 tested, 5% active; AID 1794789
# RPMI-8226 = RPMI-8226 leukemia cells; 77,000 tested, 7.5% active
# MDA-MB-468 = MDA-MB-468 breast cancer. 78,000 tested, 8.5% active. AID 2202374
# MCF7 = MCF7 breast cancer | 82,000 tested, 6.3% active
# SR = SR leukemia cells; AID 1794780; 73,000 tested, 8.7% active
# CCRF-CEM = CCRF-CEM leukemia. 77,000 tested, 7% active. AID 1794778
# MOLT-4 = MOLT-4 leukemia cells | 80,000 tested, 6.9% active | AID 1794779
# Numbers without * were called inactive; . = not tested or not shown; & = joins results of further samples. Rule for the calls: active = growth percent below 10; inactive = the rest. This is a random part of the collection. Share with any hit: about 14%.
SMILES,K-562,MDA-MB-231,RPMI-8226,MDA-MB-468,MCF7,SR,CCRF-CEM,MOLT-4
O=C1c2cccc(S(=O)(=O)O)c2C(=O)c2cccc([N+](=O)[O-])c21,120,106,93,99,96,108,100,113
CN1CCN(c2ccc3nc(-c4c5cccccc-5[nH]c4=O)[nH]c3c2)CC1,87,86,88,94,75,.,78,46
CCOC(=O)c1c2c(c(C)n1C)-c1nn(Cc3ccc(Cl)cc3)cc1CC2,69,86,80,.,84,63,84,67
COc1ccc(-c2nc(N=Nc3c(O)[nH]c4ccc(Br)cc34)nc(N3CCOCC3)c2C#N)cc1,102,100,98,96,94,86,99,111
COC(=O)C1C2OC(C(Br)C2Br)C1C(=O)OC (configuration not stated),99,117,100,.,97,86,105,92
CCCn1cc(-c2nc(Nc3ccc(C(=O)NCCCCNc4cccc5c4C(=O)N(C4CCC(=O)NC4=O)C5=O)cc3)nc3[nH]ccc23)cn1 (configuration not stated),16,-23*,17,-36*,.,25,-15*,-38*
CCOC(=O)c1c(Cl)nc2ccccc2c1Cl,109,99,112,99,92,.,103,102
CCOC(CC(OCC)OCC)OC (configuration not stated),103,121,104,110,92,99,93,93
C#CCn1cc(C2C(Cl)C(=O)N2c2ccc(N3CCOCC3=O)cc2)c2ccccc21 (configuration not stated),103,100,.,108,95,93,100,106
CC(=O)C1CCC2C3CC=C4N(C)C(=O)CCC4(C)C3CCC12C (configuration not stated),94,108,.,107,101,88,101,102
Cc1cn(C(C)C)c(=O)n(-c2ccccc2)c1=O,107,124&123,107&125,101&110,107&103,102&96,97&133,107&104
CCOC(=O)c1c(C)[nH]c(C)c1C=O,95,93,90,99,89,84,80,.
CC(C)c1nc2ccccc2n1CC(=O)N/N=C/c1ccc(OCCOc2ccc(C=O)cc2)cc1,66,92,81,105,97,101,96,77
CCCc1cc(-n2cc(-c3ccc(NS(C)(=O)=O)cc3)cn2)ccn1,39,99,42,31,57,58,65,31
O/N=C/c1cc2c(cc1Br)OCO2,104,112,106,98,96,.,98,98
Cc1nc(NS(=O)(=O)c2ccc(N)cc2)nc(C)c1C,97,108,119,111,97,98,109,99
CC(CCc1ccccc1)NC(=O)c1n[nH]c(=O)c2ccccc12 (configuration not stated),77,101,86,.,91,61,83,83
COc1cc2c(cc1-c1c(C)noc1C)ncc1nc(C3CCOCC3)n(C3CCC(OC(F)F)CC3)c12 (configuration not stated),48,36,18,41,19,36,59,69
CCOC(=O)N1CCN(CCCCCOc2ccccc2N)CC1,88,86,93,96,94,93,25,87
NC1(c2nc3ccc4[nH]ncc4c3c3c2CCCC3)CC1,76,73,61,68,58,51,57,59
C=C(C)[C@@H]1CC[C@]2(C(=O)OCCOCCOCC[P+](c3ccccc3)(c3ccccc3)c3ccccc3)CC[C@]3(C)[C@H](CC[C@@H]4[C@@]5(C)CC[C@H](C)C(C)(C)[C@@H]5CC[C@]43C)[C@@H]12,-66*,-74*,-59*,-68*,-77*,-57*,-63*,-75*
Cc1ccc(C2=CSC3=NC(=O)C(CCN4CCOCC4)N23)cc1 (configuration not stated),93,85,80,95,97,89,98,79
COc1ccc(C(=O)CCC(=O)O)cc1F,99,102,95,103,97,97,99,109
NC1=NC2(CCCCC2)N(c2ccc(S(=O)(=O)Nc3ccccn3)cc2)C(N)=N1,98,98,103,93,92,93,103,100
COc1ccc(-c2nc(C#N)c(NCC(c3ccccc3OC)N(C)C)o2)cc1 (configuration not stated),36,92,54,98,83,50,54,48
Cc1ccc(C(c2c(O)c3cc(C)ccc3[nH]c2=O)c2c(O)c3cc(C)ccc3[nH]c2=O)cc1,.,97,78,97,82,96,93,97
CCc1ccc(C2=NN(c3ccc(S(N)(=O)=O)cc3)C(c3ccccc3)C2)cc1 (configuration not stated),80,100,96,103,84,88,91,76
COc1ccc(C2C(C(=O)Nc3cccc(C(F)(F)F)c3)=C(C)NC3=C2C(=O)CC(C)(C)C3)cc1 (configuration not stated),70,75,65,74,83,.,67,60
CCOC(=O)c1c2c(cn1Cc1cc(OC)c(OC)c(OC)c1)-c1oncc1CC2,108,107,105,111,100,90,101,98
CCCOc1ccccc1OCCC,109,115,100,114,100,.,104,104
CCCCOc1ccc(Nc2nc3ccccc3nc2Nc2ccc(OCCCC)cc2)cc1,77,109,58,74,75,80,69,68
CC(=O)N1N=C(Cn2nnnc2-c2ccccc2)OC1c1ccc(Cl)cc1 (configuration not stated),90,105,94,110,91,.,98,106
Cn1cc(-c2csc(-c3cn(C(=O)OC(C)(C)C)c4ccccc34)n2)c2ccnc(Cl)c21,68,38,69,45,33,26,62,67
COc1cccc(-c2nc3sccn3c2-c2ccnc(NCCNC(=O)Nc3cccc(C(F)(F)F)c3)n2)c1,40,44,20,40,55,39,27,37
N#Cc1cc([C@@H]2Nc3ccc4[nH]ccc4c3[C@H]3C4CCC(C4)[C@@H]23)ccc1F (some centres not stated),82,94,93,120,102,72,90,77
COc1ccc(/C=c2\c(=O)n(-c3ccccc3)c3nn4c(n23)=NNC(c2ccccc2)=C4c2ccccc2)cc1,100,85,96,107,107,100,105,95
CC(=O)Nc1ncc2c(n1)-c1ccc(C(=O)OC(C)C)n1CCC2,97,109,97,105,94,87,100,101
COC(=O)c1c2c(c(C)[n+]([O-])c1C)C(=O)C=C(NCc1ccc(Br)cc1)C2=O,2.5*,-4.7*,-28*,-60*,-57*,1.3*,-13*,-22*
CCOc1cc(C#N)ccc1OC(C)=O,26,90,101,104,98,100,93,89
O=C(/C=C/c1ccco1)c1ccc(OCc2nnc(-c3ccc(Cl)cc3)o2)cc1,112,100,.,100,93,96,99,90
CC1(C)N=C(N)NC(Nc2ccccc2)=N1,98,95,113,96,120,93,97,92
O=C(O)CCCc1cccc2c1CCCC2,103,102,98,102,95,94,100,107
CN(C)c1ccc(N(C)C)c(C(O)(c2ccccc2)c2ccccc2)c1,87,69,84,77,90,86,99,85
COCCCNCCOC(=O)c1ccc(N)cc1,100,110,101,111,106,82,81,73
COc1cc2oc(-c3cccc(NC(=O)c4ccc(C(F)(F)F)cc4)c3)cc(=O)c2c(OC)c1OC,80,93,68,70,78,74,83,78
CCC1(CC)NC(=S)NC1=S,106,94,122,104,108,102,108,108
O=C1NC(=O)[C@H](CC(=O)n2cnc3ccccc32)N1,111,106,111,97,97,.,109,110
O=C(NC(=S)Nc1cc(Cl)ccc1O)c1cccc(Br)c1,73,75,40,42,39,52,41,47
CSc1nc(C)c(C(=O)CCN2CCOCC2)s1,47,.,51,67,55,.,79,81
COc1ccc(/C=C2/OC(=O)C(C(C)=O)=C2O)cc1,102,103,93,103,92,100,88,104
COc1ccc(S(N)(=O)=O)cc1,110,95,96,107,96,.,.,114
Nc1cccc(OCCOc2ccc([N+](=O)[O-])cc2)c1,69,89,80,89,98,81,74,83
CCSc1nc(N)c2c(-c3ccc(OC)cc3)c3c(nc2n1)C(C)CCC3 (configuration not stated),67,117,75,86,92,62,74,71
Oc1[nH]c2ccccc2c1N=Nc1n[nH]c(=S)n1/N=C/c1cc(-c2ccccc2)cs1,109,86,122,108,94,99,.,103
CN(C)C(C#N)C(=O)c1ccccc1 (configuration not stated),90,115,99,104,99,100,93,93
CCOC(=O)c1cccnc1Nc1ccc(N=C2C(=O)Nc3ccccc32)cc1,106,100,103,108,89,104,102,98
COc1ccc(NC(=O)COc2ccccc2C2c3sc(=O)[nH]c3SC3C4CC(C5C(=O)N(C(C)C(=O)O)C(=O)C45)C23)cc1 (configuration not stated),100,95,95,119,91,92,98,103
CC1(C)CCCC2(C)C(OCCO)=CC(=O)C=C12 (configuration not stated),119,135,104,110,103,133,104,108
COc1ccc(NC(=O)NNc2ccc(-c3ccccc3)nn2)cc1,101,86,108,102,97,102,117,103
OCCCN1CCN(CCO)CC1,95,104,100,91,100,98,97,101

# Next results:
SMILES,K-562,MDA-MB-231,RPMI-8226,MDA-MB-468,MCF7,SR,CCRF-CEM,MOLT-4
CN(C)c1ccc(/C=C/C(=O)c2ccccc2)cc1Br,63,93,52,99,19,32,66,80
CCOc1ccc(/C=C/C(=O)c2cccc(OCCCCOc3cccc(C(=O)/C=C/c4ccc(OCC)cc4)c3)c2)cc1,89,84,90,.,89,87,104,102
COC(=O)/C=C1\S/C(=N\NS(=O)(=O)c2ccc(C)cc2)N(Cc2ccccc2)C1=O,82,109,98,109,87,.,73,91
COc1ccc(C2=CC(c3ccc4c(c3)OCO4)NC(=O)N2)cc1OC (configuration not stated),97,92,83,92,96,81,103,100
CN(C)c1ccc(C(c2ccc(O)cc2)c2ccc(N(C)C)cc2)cc1,50,87,80,1.1*,79,67,96,86
Oc1cc(Nc2ccnc3cc(Cl)ccc23)c2ncccc2c1,77,15,53,47,61,37,68,69
CNC(=O)c1cc(Oc2ccc3nc(NC(=O)Nc4ccc(Cl)c(C(F)(F)F)c4)sc3c2)ccn1,47,4.8*,61,-5.1*,21,23,28,38
CCCCC(O)Cn1ncc(C(=O)OCC)c1NC(=O)Nc1cccc(F)c1 (configuration not stated),100,86,89,101,96,84,90,104
O=c1nc(Nc2ccccc2O)sc2ccccc12,.,84,70,79,60,.,47,.
CCOC(=O)c1sc(-c2ccc(OS(=O)(=O)C[C@]34CCC(CC3=O)C4(C)C)c(C=O)c2)nc1C,7.5*,20,.,3.2*,2.0*,21,12,4.7*
COc1ccc(-c2cncn2-c2ccc(-c3nc4ccc(F)cc4s3)cc2)cc1N,90,89,83,98,101,77,90,81
Nc1nc(-c2cccc(F)c2)nn1-c1nc2ccccc2s1,98,81,89,87,59,38,83,93
O=C1Cc2ccccc2C1=O,88,92,88,112,100,96,93,95
O=C(NCCCNS(=O)(=O)c1ccc(Cl)cc1)Nc1ccc(-n2cc(-c3ccncc3)c(-c3ccc(Cl)c(O)c3)n2)cc1,10,-19*,19,48,14,17,23,16
